Compound activity (PubChem)
Vif-A3G inh: Vif-A3G binding inhibition; Q9HC16; HeLa A3G-eYFP + Vif (tagged APOBEC3G with the HIV-1 protein that degrades it), YFP fluorescence, overnight; Potency, µM (top dose mostly 46.1 µM), for the others: at the highest dose activity, negative = active, hits mostly inhibitors; 0.076% of 410,000 active;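 also: potency is read from the fitted curve at half-maximal effect; % is scaled to controls: 0 for no effect and ±100 for the full control effect; nearly all actives have a fitted effect of over 60% in size; hits raise eYFP signal because A3G escapes Vif-driven loss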
Target sequence (Q9HC16 whole entry, looked up): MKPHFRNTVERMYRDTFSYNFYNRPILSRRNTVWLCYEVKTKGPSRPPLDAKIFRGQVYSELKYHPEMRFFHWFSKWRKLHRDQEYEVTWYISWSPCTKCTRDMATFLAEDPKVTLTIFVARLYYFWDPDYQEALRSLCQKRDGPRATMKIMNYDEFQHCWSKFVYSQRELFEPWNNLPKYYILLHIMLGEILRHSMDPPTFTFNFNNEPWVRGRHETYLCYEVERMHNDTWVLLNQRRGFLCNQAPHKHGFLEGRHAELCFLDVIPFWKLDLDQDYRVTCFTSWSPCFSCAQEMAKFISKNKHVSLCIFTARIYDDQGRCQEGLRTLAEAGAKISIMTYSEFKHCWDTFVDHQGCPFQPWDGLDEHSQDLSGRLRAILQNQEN
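HeLa cells stably expressing Vif and C-terminally eYFP-tagged A3G, seeded overnight at 37 deg C, then exposed to compound by pintool overnight at 37 deg C. Rise in yellow fluorescence (Ex 488/Em 500-530, Acumen) marks blocked Vif-driven A3G degradation.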
GRP78 ERSR act: ER stress response induction in glioma; U87-MG GRP78 promoter luciferase reporter, 16 h; Potency, µM, inactives show at the highest dose activation, most hits filed as activators; 0.02% of 420,000 active; also: potency is read from the fitted curve at half-maximal effect; series mostly up to about 76 µM; % of control where 0% means no effect; nearly all actives have a fitted effect of over 35% in size
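Stably transfected U87-MG human glioma cells carrying a GRP78-based luminescent sensor were seeded at 1000 cells/well, pin-dosed with compounds and incubated 16 h. Luciferase reagent was then added, and end-point luminescence was read after 10 min at room temperature.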
LDHA inh: LDHA (human) enzyme inhibition. purified LDHA, NADH/diaphorase-resazurin fluorescence; active compounds read low. activity change, % (values are at about 110 or 230 µM). 0.15% of 480,000 active. AID 1347041; in the data active = activity change below about -30%; inconclusive = mostly about -25% to -30%;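 also: plate controls were DMSO wells for no effect and wells without enzyme for full effect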
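Remaining NADH was detected by diaphorase (0.133 mg/mL) converting 37 µM resazurin to fluorescent resorufin, read at 0 and 20 minutes. The preceding 5-minute room-temperature reaction used 2 nM LDHA, 0.2 mM sodium pyruvate and 0.06 mM NADH at pH 7.4.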
Active calls of the source: *; ? = inconclusive; & = joins results of further samples. Unless noted, calls follow the shape of the dose curve; as a rule, active = well fitted curve in the direction sought with a large enough effect; inconclusive = small, poorly fitted or top-dose-only effect, or another doubt; inactive = no such curve, though single readings can be large; an effect the other way counts as inactive or inconclusive.

Start of the listing, in advance:
SMILES | Vif-A3G inh | GRP78 ERSR act | LDHA inh
O=S1(=O)CC(N2CCN(CC3CC3)CC2)CN1C1CCCC1 (centres undefined) | 2% | -4% | -7
Cc1cc2nc(-c3ccc(F)cc3)c(Cc3ccccc3)n2c(C)c1Br | -3% | 3% | -7
CN(Cc1cnn(-c2ccc(F)cc2)c1)C(=O)[C@H]1O[C@@H](n2cnc3c(N)ncnc32)[C@H](O)[C@@H]1O | -3% | -4% | -16
CSCCNC(=O)C1(C)CCN1C(=O)c1sccc1C (centres undefined) | 1% | -3% | -1
CCc1nc2c(OCc3cc(Cl)cc(Cl)c3)cccn2c1N(C)C(=O)c1cccc(OC)c1 | -10% | -3% | 0

Results, from the first entry:
SMILES | Vif-A3G inh | GRP78 ERSR act | LDHA inh
O=S1(=O)CC(N2CCN(CC3CC3)CC2)CN1C1CCCC1 (centres undefined) | 2% | -4% | -7
Cc1cc2nc(-c3ccc(F)cc3)c(Cc3ccccc3)n2c(C)c1Br | -3% | 3% | -7
CN(Cc1cnn(-c2ccc(F)cc2)c1)C(=O)[C@H]1O[C@@H](n2cnc3c(N)ncnc32)[C@H](O)[C@@H]1O | -3% | -4% | -16
CSCCNC(=O)C1(C)CCN1C(=O)c1sccc1C (centres undefined) | 1% | -3% | -1
CCc1nc2c(OCc3cc(Cl)cc(Cl)c3)cccn2c1N(C)C(=O)c1cccc(OC)c1 | -10% | -3% | 0
COc1ccc(S(=O)(=O)NC(=O)C2(C)CCN2C(=O)C2(c3ccccc3)CCCC2)cc1 (centres undefined) | -3% | 1% | 0
O=C(NCc1ccccc1)c1cc(C2CCCN(S(=O)(=O)c3cccc4cccnc34)C2)on1 (centres undefined) | 1% | -2% | -4
CCOC(=O)C1=CCN(S(=O)(=O)c2ccccc2)C1c1ccc(C)cc1 (centres undefined) | 2% | -2% | -1
C[C@@H]1CCCCO[C@@H](CN(C)Cc2ccc(Cl)c(Cl)c2)[C@@H](C)CN([C@H](C)CO)C(=O)c2cc(NC(=O)Nc3ccccc3)ccc2O1 | -2% | -3% | -1
CC(C)n1c(=O)c2ccccc2n1Cc1cn(-c2ccccc2)nn1 | -2% | -4% | -1
COc1ccccc1-c1cc(NC(C)=O)c2ncc(-c3ccc(F)cc3)n2c1 | -4% | -1% | -3
CN(C)c1ccc(CNC(=O)C2(C)Cc3c(-c4cccc(C(N)=O)c4)ccnc3O2)cc1 (centres undefined) | ? | 2% | 3
CSc1ccc(CN2CCC2(C)C(=O)NCc2cccs2)cc1 (centres undefined) | 1% | -4% | -3
Cc1ccc2nc(NC3=NC4(CCCC4)C4=C(CCCC4=O)N3)oc2c1 | -3% | -5% | -9&-1
CCNC(=O)C1(C)CCCN1C(=O)c1c(F)cccc1F (centres undefined) | 2% | 4% | -6
COC(=O)c1ccc(C(=O)N2CCCCCC2(C)C(=O)NC(C)C)cc1 (centres undefined) | 2% | -2% | -8
CC(C)(C)c1ccc(S(=O)(=O)NC(=O)C2(C)CCN2C(=O)Cc2cccc3ccccc23)cc1 (centres undefined) | -3% | 2% | -5
C=CCNc1nc(NCc2ccc(NC(C)=O)cc2)c2sc(-c3ccccc3)cc2n1 | -25% | -6% | -8
CCCC(=O)N1CCCC(c2cc(C(=O)Nc3ccc4c(c3)OCO4)no2)C1 (centres undefined) | 0% | -2% | -3
CC1(C(=O)Nc2ccc(F)cc2F)CCN1C(=O)Cc1ccc(Cl)cc1Cl (centres undefined) | -4% | -2% | 1
CN1CCN(c2ccc(CNC(=O)C3Cc4c(-c5ccc6c(c5)OCO6)ccnc4O3)cc2)CC1 (centres undefined) | 0% | -3% | -6
CCCCNC(=O)C1(C)CCN1C(=O)c1cc(F)ccc1C (centres undefined) | 0% | 4% | -8
O=C(NC(c1ccc(Cl)cc1)c1ccccn1)C1CCN(CCOc2ccc(Cl)cc2Cl)CC1 (centres undefined) | -7% | -10% | -1
COc1ccc(C(C)(O)c2nc(/C=C/c3ccccc3)cs2)cc1 (centres undefined) | -7% | 3% | -5
Cc1ccccc1OC1(C)CCN(Cc2ccc(-c3ccccn3)cc2)C1 (centres undefined) | 0% | 0% | -1
COc1ccc(CC(N)c2csc(NC(=O)c3cc(C(C)(C)C)oc3C)n2)cc1 (centres undefined) | -1% | -10% | -11
CSCCNC(=O)C1(C)CCN1C(=O)c1cc(C)n(C)n1 (centres undefined) | -2% | -2% | 1
COc1ccc(-c2cc3nc(NCC4CCCCC4)n(C)c(=O)c3s2)cc1OC | -5% | -7% | -5
CN(C)c1cccc(NC(=O)C2Cc3c(-c4ccccc4Oc4ccccc4)ccnc3O2)c1 (centres undefined) | 0% | -4% | 1
COc1ccc(C(O)c2nc(-c3cccc(C(=O)O)c3)cs2)cc1 (centres undefined) | 2% | -2% | -2
COc1ccccc1Cc1c(-c2ccc(C)cc2)nc2ccc(Br)cn12 | -14% | -5% | -7
OC1c2c(F)cccc2N=C2CCCCCN21 (centres undefined) | 0% | -7% | -4
O=C(Nc1ccc2c(c1)OCCO2)C(CCc1ccccc1)N1CCN(c2ccc(F)cc2)CC1 (centres undefined) | -5% | -4% | -5
O=C(O)CCC(=O)c1ccc(C2CCCCCC2)cc1 | 1% | 1% | -3
O=C(Oc1ccccc1)c1cc(O)c(O)c(O)c1 | ? | 5% | -35*
COc1ccc(-c2csc(C(C)(O)c3ccc(F)c(F)c3)n2)cc1OC (centres undefined) | -9% | 2% | -3
COc1ccc(S(=O)(=O)n2c(N)nc3ccccc32)cc1 | -7% | -2% | -4
CC1=C(C(=O)N2CCOCC2)CC(CC(=O)NCc2cccs2)C(=O)N1CCCN1CCCC1=O (centres undefined) | -1% | -1% | -8
CC(=O)Nc1cc(-c2ccncc2)cn2c(-c3ccccc3)cnc12 | -2% | -3% | 1
CCc1ccccc1Oc1nc(NCc2ccccc2)nc2ccsc12 | -16% | 1% | 1
CC(O)(c1cccnc1)c1nc(-c2ccc(S(C)(=O)=O)cc2)cs1 (centres undefined) | -2% | 3% | -6
CC(C)C1C(=O)N(Cc2cn(CCC3OCCO3)nn2)CCS(=O)(=O)N1Cc1ccc(-c2ccc(F)cc2Cl)cc1 (centres undefined) | -1% | -3% | -1
CCCc1nc2c(C)cc(Br)cn2c1Cc1ccc(OC)cc1C | -3% | -1% | 3
c1ccc(-c2cc3nc(NCc4cccs4)nc(NCc4ccc5occc5c4)c3s2)cc1 | ? | -1% | -2
CCCCN1CC(N2CCN(Cc3ccccc3)CC2)CS1(=O)=O (centres undefined) | 0% | -4% | -1
Cc1ccc(F)c(S(=O)(=O)NC(=O)C2(C)CCN2C(=O)C/C=C/c2ccccc2)c1 (centres undefined) | 2% | -2% | -9
COc1cccc(CNc2nc3cc(-c4ccc(OC)c(OC)c4)sc3c(=O)n2C)c1 | ? | -3% | -10
CC1(C(=O)NCc2cccc3ccccc23)CCN1C(=O)Cc1ccc(-c2ccccc2)cc1 (centres undefined) | -4% | -6% | -5

Single records, from the list above:
CC(=O)Nc1cc(-c2ccncc2)cn2c(-c3ccccc3)cnc12 reads Vif-A3G inh = -2%; GRP78 ERSR act = -3%; LDHA inh = 1
CC1=C(C(=O)N2CCOCC2)CC(CC(=O)NCc2cccs2)C(=O)N1CCCN1CCCC1=O (centres undefined) reads Vif-A3G inh = -1%; GRP78 ERSR act = -1%; LDHA inh = -8

More compounds.
SMILES | Vif-A3G inh | GRP78 ERSR act | LDHA inh
CCc1nc2ccc(C(=O)N3CCN(c4ccccc4)CC3)cn2c1N(C)CCCc1ccccc1 | -18% | 3% | -3
CC(=O)Nc1cccc(-c2csc(C(NC(C)=O)c3ccc(F)c(F)c3)n2)c1 (centres undefined) | -4% | -2% | -3
O=C(Nc1nnc([C@@H]2C[C@H](O)[C@@H](CO)O2)s1)Nc1ccccc1C(F)(F)F | 2% | 1% | 0
COc1ccc(-c2ccc(C(=O)NCC3CC3)c3occc23)c(C)c1 | 0% | -2% | -2
CCCS(=O)(=O)NC(=O)C1(C)CCCN(C(=O)c2cc(F)cc(F)c2)C1 (centres undefined) | -1% | -1% | -5
CCc1nc2ccc(C(=O)N3CCN(S(=O)(=O)CC)CC3)cn2c1N(C=O)CCC(C)C | -3% | -3% | 2
Cc1cccnc1C(NC(=O)C1CCN(Cc2ccc(Cl)cc2)CC1)c1ccccc1 (centres undefined) | -4% | -3% | -12
NNC(=O)CNC(=O)Nc1n[nH]c(=S)s1 | 0% | -1% | -15
COc1ccc(-c2coc3c(C(=O)NCc4cccc(Cl)c4)cccc23)c(C)c1 | 2% | -2% | -13
O=C(NCc1cccc(C(F)(F)F)c1)c1c[nH]c(=O)s1 | -6% | -2% | 0
Nc1nc(N)c2ncn(C3C=CC(CO)C3)c2n1 (centres undefined) | 1% | -3% | -5
CC(=O)Nc1cccc(-c2csc(C(C)(NC(C)=O)c3ccccc3)n2)c1 (centres undefined) | -5% | -5% | -15
O=C(CC[C@H]1O[C@@H](n2cnc3c(NC(=O)c4ccccc4)ncnc32)[C@H](O)[C@@H]1O)NCC1CCN(Cc2ccccc2)CC1 | -3% | -3% | -3
CN(C)CCN1CCN(C2CN(Cc3ccccc3)S(=O)(=O)C2)CC1 (centres undefined) | -6% | -4% | -1
COc1ccccc1-c1ccc2c(c1)C(C)(Cc1ccccc1C#N)C(=O)N2 (centres undefined) | 0% | -3% | 0
CCCNC(=O)C1(C)CCCN(C(=O)C2(c3ccc(Cl)cc3)CCCC2)C1 (centres undefined) | 0% | -1% | -3
CC(C)C(C=Cc1ccccc1)=NNS(=O)(=O)c1ccccc1 | 1% | -2% | 2
Cc1ccc(Cc2c(C3CCCCC3)nc3ccc(Cl)cn23)cc1 | -17% | 1% | -2
Cc1ccccc1-c1nc(NC(C)C)nc2ccsc12 | -11% | -1% | 3
CC1(C(=O)NS(=O)(=O)c2ccccc2)CCN1C(=O)Cc1cccc2ccccc12 (centres undefined) | -1% | -2% | -12
COc1cc(CNC(=O)c2cc(-c3cc(F)ccc3OCC3CCCO3)n[nH]2)cc(OC)c1 (centres undefined) | -7% | -3% | -4
CC(=O)NC(C)(c1ccccc1)c1nc(-c2cc(F)cc(F)c2)cs1 (centres undefined) | -5% | 0% | -4
COc1ccc(NC(=O)C2(C)Cc3c(-c4ccc(N(C)C)cc4)ccnc3O2)cn1 (centres undefined) | ? | 0% | 1
CC1(C(=O)Nc2ccccc2)Cc2c(-c3cccc(C(N)=O)c3)ccnc2O1 (centres undefined) | -2% | -4% | -2
O=C(Nc1nnc([C@H]2C[C@H](O)[C@@H](CO)O2)s1)Nc1ccccc1F | 1% | -3% | -4
COc1ccccc1-c1ccc2c(c1)C(C)(Cc1ccc(Cl)cc1)C(=O)N2 (centres undefined) | 0% | -2% | -1
COc1ccc(-c2csc(C(C)(O)c3cccc(OC)c3)n2)cc1 (centres undefined) | 1% | -1% | -4
CC(C)Cc1ccc(CN2C(C(C)C)C(=O)N(Cc3cn(CCC4OCCO4)nn3)CCS2(=O)=O)cc1 (centres undefined) | -1% | 4% | 4
O=S1(=O)CC(N2CC=CC2)CN1C1CCCCC1 (centres undefined) | -1% | -4% | -4
Cc1ccc(-c2cc(NC=O)c3ncc(-c4cccc(C(=O)N(C)C)c4)n3c2)cc1 | ? | 5% | 11
CC1(C(=O)NS(=O)(=O)c2ccc(C#N)cc2)CCN1C(=O)C1(c2ccccc2)CC1 (centres undefined) | -3% | -3% | -5
COCCCNC(=O)[C@@H](Cc1ccccc1)NC(=O)CC[C@H]1O[C@@H](n2ccc(=O)[nH]c2=O)[C@H](O)[C@@H]1O | 0% | -5% | -2
Cc1ccccc1NC(=O)Nc1nc(C(N)Cc2ccccc2)cs1 (centres undefined) | -15% | -1% | -7
COC(=O)c1ccc(Cn2c(C)c(C(=O)NCc3ccco3)sc2=O)o1 | -1% | -5% | -4
N#Cc1cccc(NC(=O)c2cc(C3CCCCN3C(=O)c3ccccn3)on2)c1 (centres undefined) | -2% | -2% | -7
COc1ccc(Cc2c(-c3ccco3)nc3ccc(Cl)cn23)c(C)c1 | -27% | 11% | 2
CCCNC(=O)C1(C)CCCN(C(=O)c2cccc(C(F)(F)F)c2)C1 (centres undefined) | -1% | -1% | -4
COC(=O)c1ccc(Cn2c(C)c(C(=O)Nc3cccc(Oc4ccccc4)c3)sc2=O)o1 | 1% | 0% | -6
CCOC(=O)C1CCCN(C(=O)c2oc3ccccc3c2C)CC1 (centres undefined) | -4% | -3% | -2
CC1(C(=O)Nc2ccc3c(c2)OCO3)CCN1C(=O)Cc1cccs1 (centres undefined) | 2% | 1% | 3

This is a subset. The share of hits here may be higher or lower than overall.
